# Source: PubChem (National Center for Advancing Translational Sciences (NCATS))
# UDG counter: counter-screen for AID inhibitors: uracil-DNA glycosylase inhibition; Potency, µM (series often up to 115 µM), without a hit: at the top dose activity change, negative = inhibition, actives largely listed as inhibitors; AID 1347430; FRET deamination/UDG coupled assay, UDG read, 4 h; 91,000 tested, 0.14% active; further: nearly all actives have a fitted effect of over 65% in size
# AID inh: inhibitors of human activation induced cytidine deaminase; AID deamination FRET fluorescence, UDG-coupled, 4 h; Potency, µM (series often up to 115 µM), without a hit: at the highest dose activity change, negative = inhibition, actives largely listed as inhibitors; 91,000 tested, 0.32% active; Q9GZX7; further: nearly all actives have a fitted effect of over 25% in size
# Target sequence (Q9GZX7 whole entry, looked up): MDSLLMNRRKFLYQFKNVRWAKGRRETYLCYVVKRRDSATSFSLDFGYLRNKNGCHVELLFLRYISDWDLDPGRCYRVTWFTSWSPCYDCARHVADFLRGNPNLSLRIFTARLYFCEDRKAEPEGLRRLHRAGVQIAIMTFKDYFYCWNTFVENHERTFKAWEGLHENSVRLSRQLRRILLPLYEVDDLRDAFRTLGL
# * marks the source's active call; other numbers are inactive results; ? = inconclusive; [ ] = another dose, or the depositor's remark. The call rests on the fitted dose curve; in most records, active means well fitted curve in the direction sought with a large enough effect; inconclusive means small, poorly fitted or top-dose-only effect, or another doubt; inactive means no such curve, though single readings can be large; an effect the other way counts as inactive or inconclusive. On the % scale 0 is the no-effect control and ±100 the full control effect; potency means the concentration at half of the fitted maximal effect.
SMILES,UDG counter,AID inh
Cc1ccc(C2CCN(C(=O)Nc3ccc(Cl)c(Cl)c3)C2)cc1 (configuration not stated),-5%[57.5 µM],-14%
Cc1ccc(-c2nc(SCC(=O)N3CCCC3c3ccc4c(c3)OCCCO4)n[nH]2)cc1 (configuration not stated),-2%,-8%
COc1ccccc1CCNC(=O)c1cc2ccccn2n1,5%,-5%
CC(c1ccccc1)N(C)C(=O)/C=C/c1ccc(Br)s1 (configuration not stated),-6%,1%
CCc1nnc(SCc2nc(-c3ccc(OC)c(OC)c3)oc2C)c2cc3sc(C)cc3n12,-20%,16%
COc1ccc(N(Cc2nc(-c3ccccc3)no2)S(=O)(=O)c2ccc3c(c2)OCCO3)cc1,-3%,-10%
CC1=C(C(=O)NCc2ccc(Cl)cc2)C2(CCCCC2)OC1=O,0%,5%
Cc1ccc(C(=O)N/N=C/CC(C)C)cc1,-9%,-1%
COc1ccc(-c2nc3ccccc3s2)cc1NC(=O)c1cc2ccccc2o1,-11%[57.5 µM],-7%[57.5 µM]
CCCCN(C)Cc1ccc(OCc2ccccc2)cc1,-3%,-8%
CC(C)(C)c1ccc(C(=O)N[C@H]2C[C@@H]3CC[C@H]2C3)cc1,1%,7%
O=C(Cn1nnnc1-c1ccccc1F)Nc1ccc(OC(F)(F)F)cc1,-11%[57.5 µM],-13%
CC(=O)NC(CC(=O)Nc1ccccc1C(C)(C)C)c1ccccc1 (configuration not stated),-7%,-2%
Clc1ccc(-c2nc(CN3CCCC3c3cccs3)co2)cc1 (configuration not stated),-3%,-8%
C=CCn1c(C)cc(C(=O)COC(=O)c2csc(NCc3ccccc3)n2)c1C,1%,-9%
Oc1c(C(c2ccc(F)cc2)N2CCN(Cc3ccccc3)CC2)sc2nc(-c3ccco3)nn12 (configuration not stated),-9%[57.5 µM],-23%
COc1ccc(OC)c(CNS(=O)(=O)c2ccc(-c3coc(C)n3)cc2)c1,-5%,21%
O=C1CC(c2ccccc2)Cc2[nH]c(=O)c(C(=O)Nc3cccc(Cl)c3)cc21 (configuration not stated),8%,7%
Cc1ccc(S(=O)(=O)N(CC(=O)Nc2ccccc2C(=O)O)c2cccc(Cl)c2)cc1,0%,-30%
CCCN(C(=O)c1nn(-c2ccc(C)cc2)c(=O)c2c1c1ccccc1n2C)c1ccccc1C,0%,-9%
CC(=O)N1CCN(C(C(=O)O)c2cn(CC(=O)O)c3cc(Cl)ccc23)CC1 (configuration not stated),-1%,-8%
COc1ccc(CCNC(=O)Cn2c(=O)c3sccc3n(CC(=O)Nc3cccc(C(F)(F)F)c3)c2=O)cc1OC,-11%,2%
CCOC(=O)COc1ccc2c(=O)c(Oc3ccccc3OC)c(C)oc2c1,-1%,-14%
CN1C2CCCC1CC(NC(=O)c1nn(C)c3ccccc13)C2 (configuration not stated),1%,5%
CN(C)C(=O)COC(=O)c1ccc2ccccc2n1,-4%,-2%
Cn1c(CNC(=O)CCNC(=O)Cc2ccc(F)cc2)cc(=O)n(C)c1=O,-8%,1%
CCOc1ccccc1C(=O)OCc1ccc(C(N)=O)cc1,-2%,-3%
Cc1ccc(C(=O)CCC(=O)NC2CCc3ccccc32)cc1C (configuration not stated),-5%,-2%
Cc1ccc(NC(=O)CSc2c3c(nc4ccccc24)CCCC3)cc1F,-11%,?
Cc1ccc(CNC(=O)C(CC(C)C)NC(=O)c2ccccc2C)cc1 (configuration not stated),0%,-13%
Cc1ccc(C#CC(CC(=O)c2ccccc2)CC(=O)c2ccccc2)cc1,1%,-2%
CNS(=O)(=O)c1cn(CC(=O)Nc2ccc(OC)cc2OC)cc1S(=O)(=O)NC,?,11%
CC(NC(=O)CCC1CCCO1)C1CCCO1 (configuration not stated),-10%,-3%
Cn1ncc2c(Nc3cccc(C#N)c3)ncnc21,-7%[57.5 µM],3%
CCCCCn1c(COc2ccc(Cl)cc2)n[nH]c1=S,1%,-3%
CCc1ccc(NC(=O)CSc2nc3ccsc3c(=O)n2C(C)CC)cc1 (configuration not stated),-10%[57.5 µM],-19%
Cc1ccc(Cn2ccnc2SCC(=O)Nc2ccc3c(c2)OCCO3)cc1,-13%,-24%
Cc1cccc(NC(=O)c2sc(-n3nc(C)c(Cc4ccc5c(c4)OCO5)c3C)nc2C)c1C,-12%,-2%
O=C(COCc1cc(-c2ccco2)on1)Nc1cccc(Cl)c1Cl,12%,-16%
Cc1ccc(C)c(NC(=O)Cn2ncc3c(C)n(Cc4ccc(F)cc4)c(C)c3c2=O)c1,0%,-15%
S=C(NCc1ccc(Cl)cc1)Nc1ccc(Cl)c(Cl)c1,-12%,-13%
Cc1ccc2scc(N3CCCCC3)c(=O)c2c1,-1%,12%
COc1ccc(Cn2c(CCC(=O)Nc3cccc(Cl)c3)nc3cccnc32)cc1,9%,6%
Cc1ccc(-c2onc(C)c2C)cc1S(=O)(=O)Nc1ccccn1,-2%,3%
Cc1ccc(NC(=O)CSc2ncccc2C(=O)Oc2ccccc2Cl)cc1Cl,-2%,4%
C=CCN1CCN(C(=O)c2cccs2)CC1,1%,2%
CC(C)(C)OC(=O)N1CCC(c2c(C(=O)NCCc3ccccc3)cnn2-c2ccc(F)cc2F)CC1,51%[activator],?
O=S(=O)(CCCCCS(=O)(=O)c1ccccc1)c1ccccc1,-1%,3%
Cc1ccc(CC(C(=O)NCCC23CC4CC(CC(C4)C2)C3)C(C)C(=O)O)cc1 (configuration not stated),14%,-9%
Cc1c(Cl)cccc1-n1ncc(C(=O)N2CCN(C)CC2)c1C1CCN(C(=O)OC(C)(C)C)CC1,-2%,7%
CCCCNC(=O)CCC(=O)NNc1nc2ccccc2c2nc(-c3ccccc3)nn12,-9%,-11%
N#CCCN1CCN(c2ccc(NS(=O)(=O)c3ccc(F)cc3Cl)c(C(=O)O)c2)CC1,-8%,9%
COc1ccc(Nc2ccc3cc(S(=O)(=O)N4CCCC4)ccc3n2)cc1OC,-21%[57.5 µM],199%[activator]
Cc1cc(C)c(Cn2c(=O)n(CCCC(=O)NCc3ccc4c(c3)OCO4)c(=O)c3sccc32)c(C)c1,0%,4%
CCCSCCCNC(=O)c1ccc2nc(Cc3ccccc3)oc2c1,35%[activator],2%
COc1ccc(OC)c(C2C(C(=O)Nc3ccc(C)cc3)=C(C)Nc3nnnn32)c1 (configuration not stated),-3%,23%
CN(C)c1ccc(CNC(=O)Cn2ccc3cc(S(=O)(=O)N4CCCCCC4)ccc32)cc1,-17%,12%
CC12CNC3(C#N)CC1CCC32C (configuration not stated),2%,4%
C(=N\NC1=NCCCCC1)/c1cn(-c2ccccc2)nc1-c1cccnc1,-2%,-11%
COc1cccc(C(=O)Nc2oc3ccccc3c(=O)c2-c2cccc(OC)c2)c1,13%,-9%

# Some of the entries so far, as tab-separated lines:
molecule	UDG counter	AID inh
C(=N\NC1=NCCCCC1)/c1cn(-c2ccccc2)nc1-c1cccnc1	-2%	-11%
N#CCCN1CCN(c2ccc(NS(=O)(=O)c3ccc(F)cc3Cl)c(C(=O)O)c2)CC1	-8%	9%

# (cont.)
SMILES,UDG counter,AID inh
COc1ccccc1OCCn1cc(C(=O)C(F)(F)F)c2cc(Br)ccc21,-12%,-7%
Cc1ccc(NC(=O)Nc2nnc(N(C)C3CCCCC3)s2)c(Cl)c1,-10%,-8%
CCOC(=O)c1cc(-c2ccccn2)nc2c1c(=O)[nH]c(=O)n2CC(C)C,7%,-3%
O=C(Nc1nnc(S(=O)(=O)N2CCCCCC2)s1)c1ccccc1Cl,-1%,?
COc1ccc(CNC(=O)CCS(=O)(=O)c2cc3c4c(c2)CCN4C(=O)CC3)cc1OC,2%,26%
Cc1ccc(NC(=O)COC(=O)COc2ccc(C3SCCCS3)cc2)c(Cl)c1,-1%,-3%
Cc1cc(C(=O)N2CCN(c3cccc(C(F)(F)F)c3)CC2)cs1,-15%,-3%
Cc1ccc(NC(=O)C2CCCc3ccccc32)c(Cl)c1 (configuration not stated),-1%,-3%
Cc1oc2cc(OCCN3CCN(c4ccccc4)CC3)ccc2c(=O)c1-c1ccccc1,-8%,-23%
CCc1ccc(NC(=O)C(=O)NCC(c2cccnc2)N2CCN(c3ccc(F)cc3)CC2)cc1 (configuration not stated),14%,9%
Cc1cc(C)cc(C(=O)NCCc2csc(-c3ccc(C(F)(F)F)cc3)n2)c1,-5%[57.5 µM],6%
COc1ccc(CNC(=O)CCc2ncc(-c3ccc(C)c(C)c3)o2)cc1,-7%,1%
CC1=CCC(CO)(CO)C(C)C1 (configuration not stated),-4%,-8%
COc1ccc(-c2c(NC(=O)C(C)C)oc3c(C)cccc3c2=O)cc1OC,1%,-2%
CCOC(=O)NCC(=O)NCc1ccccc1,0%,-2%
CCn1c(SCc2ccccc2C)nc(=O)c2c(C(=O)OC)cc(C3CC3)nc21,0%,?
Cc1ccc(CNC(=O)c2cn(C)c3ccc(S(=O)(=O)N4CCOCC4)cc3c2=O)cc1,1%[57.5 µM],-2%[57.5 µM]
Cc1ccc(CNC(=O)c2ccc3oc(=O)n(Cc4ccccc4)c3c2)cc1,3%,-8%
Cc1cccc(NC(=O)CN2C(=O)C(c3ccc(F)cc3)=NC23CCCCCC3)c1,-16%,3%
O=C(CC12CC3CC(CC(C3)C1)C2)Nc1cccc2ncccc12,-1%,20%

# As a working copy, 17 of the compounds above.
SMILES,UDG counter,AID inh
O=C(Nc1nnc(S(=O)(=O)N2CCCCCC2)s1)c1ccccc1Cl,-1%,?
COc1ccc(CNC(=O)CCS(=O)(=O)c2cc3c4c(c2)CCN4C(=O)CC3)cc1OC,2%,26%
Cc1ccc(NC(=O)COC(=O)COc2ccc(C3SCCCS3)cc2)c(Cl)c1,-1%,-3%
Cc1cc(C(=O)N2CCN(c3cccc(C(F)(F)F)c3)CC2)cs1,-15%,-3%
Cc1ccc(NC(=O)C2CCCc3ccccc32)c(Cl)c1 (configuration not stated),-1%,-3%
Cc1oc2cc(OCCN3CCN(c4ccccc4)CC3)ccc2c(=O)c1-c1ccccc1,-8%,-23%
CCc1ccc(NC(=O)C(=O)NCC(c2cccnc2)N2CCN(c3ccc(F)cc3)CC2)cc1 (configuration not stated),14%,9%
Cc1cc(C)cc(C(=O)NCCc2csc(-c3ccc(C(F)(F)F)cc3)n2)c1,-5%[57.5 µM],6%
COc1ccc(CNC(=O)CCc2ncc(-c3ccc(C)c(C)c3)o2)cc1,-7%,1%
CC1=CCC(CO)(CO)C(C)C1 (configuration not stated),-4%,-8%
COc1ccc(-c2c(NC(=O)C(C)C)oc3c(C)cccc3c2=O)cc1OC,1%,-2%
CCOC(=O)NCC(=O)NCc1ccccc1,0%,-2%
CCn1c(SCc2ccccc2C)nc(=O)c2c(C(=O)OC)cc(C3CC3)nc21,0%,?
Cc1ccc(CNC(=O)c2cn(C)c3ccc(S(=O)(=O)N4CCOCC4)cc3c2=O)cc1,1%[57.5 µM],-2%[57.5 µM]
Cc1ccc(CNC(=O)c2ccc3oc(=O)n(Cc4ccccc4)c3c2)cc1,3%,-8%
Cc1cccc(NC(=O)CN2C(=O)C(c3ccc(F)cc3)=NC23CCCCCC3)c1,-16%,3%
O=C(CC12CC3CC(CC(C3)C1)C2)Nc1cccc2ncccc12,-1%,20%

# Carrying on:
SMILES,UDG counter,AID inh
COc1cc2oc(=O)c(CC(=O)NCCc3ccccc3)c(C)c2cc1Cl,32%[activator],10%
CCOc1ccc(N(CC)S(=O)(=O)N2CCCC(C(=O)NCCc3ccc(OC)cc3)C2)cc1 (configuration not stated),?,-27%
CCNC(=O)c1c(NC(=O)COc2ccc(F)cc2)sc2c1CCCC2,-4%,?
CCC1CCc2nc3sc(C(=O)Nc4cccc(C(F)(F)F)c4)c(N)c3cc2C1 (configuration not stated),-18%,12%
CCc1ccc(-c2csc(/C(C#N)=C/Nc3cccc(C)c3C)n2)cc1,5%,1%
O=C(Nc1ncn(Cc2ccc(Cl)cc2)n1)c1ccn(COc2ccc(F)cc2F)n1,2%,2%
Cc1ccccc1OCCCOc1ccccc1/C=N/NC(=O)c1cccc(Cl)c1,0%,3%
Cc1ccc(C2=NN(C(=O)Cn3nnc(-c4ccc(C(N)=O)cc4)n3)C(c3ccco3)C2)cc1 (configuration not stated),12%,14%
NC(=O)Cn1c(=O)n(CCCCCC(=O)NCc2ccc3c(c2)OCO3)c(=O)c2sccc21,2%,-10%
FC(F)(F)c1ccccc1N/N=C/c1ccccc1Br,-1%,-7%
CC1Cn2cc(C(=O)Nc3cccc(C(F)(F)F)c3)c(=O)c3c(Cl)ccc(c32)O1 (configuration not stated),4%,0%
O=S(=O)(Cc1coc(-c2cccc(Cl)c2)n1)CC1CCCO1 (configuration not stated),-5%,-6%
Cc1ccc(C)c(N=Cc2ccc(N(C)C)cc2)c1,5%,-1%
CCN(CC)Cc1ccccc1CNC(=O)c1cc2ccccc2oc1=O,-2%,-2%
CN(C(=O)c1ccc(I)cc1)C1CCCCC1,1%,-7%
O=C(CSc1nnc(-c2ccccc2F)o1)N1CCc2ccccc21,-7%,-20%
Cc1nc2c3ccccc3nc(NNC(=O)CCC(=O)O)n2n1,-12%,58%[activator]
CCCCn1c(=O)[nH]c(=O)c2c1nc(CNc1ccc(F)cc1C)n2CCC(C)C,4%,-8%
CC(=O)c1ccc(N2CCN(c3ncnc4c3nc3n4CCCC3)CC2)cc1,1%,-16%
CC(=O)c1ccc(NC(=O)c2cc3c(=O)oc4ccc(C)cc4c3s2)cc1,-2%,-3%
CC1(C)Cc2cc(C(=O)NC3CC3)ccc2C1(C)c1ccc(C(=O)NC2CC2)cc1 (configuration not stated),-4%,-13%
COc1cc(OC)cc(C(=O)Nc2nnc3n2CCS3)c1,-6%,17%
O=[N+]([O-])c1ccc(S(=O)(=O)Nc2ccccc2-n2cccn2)cc1,-1%,-1%

# The list is partial. The share of hits here may be higher or lower than overall.
